NTR1 ag: NTR1-driven beta-arrestin-GFP spot formation – imaging, U2OS cells, high content, primary screen (AID 493036); P30989; agonist mode; activation, % at 20 µM; 330,000 tested, 0.17% active;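 active means activation at or above 40% of the spot to cytoplasm intensity ratio, with at least 20 cells analyzed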;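 further: 0% = DMSO without peptide and 100% = 100 nM NTR1 peptide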
Target sequence (P30989 whole entry, looked up): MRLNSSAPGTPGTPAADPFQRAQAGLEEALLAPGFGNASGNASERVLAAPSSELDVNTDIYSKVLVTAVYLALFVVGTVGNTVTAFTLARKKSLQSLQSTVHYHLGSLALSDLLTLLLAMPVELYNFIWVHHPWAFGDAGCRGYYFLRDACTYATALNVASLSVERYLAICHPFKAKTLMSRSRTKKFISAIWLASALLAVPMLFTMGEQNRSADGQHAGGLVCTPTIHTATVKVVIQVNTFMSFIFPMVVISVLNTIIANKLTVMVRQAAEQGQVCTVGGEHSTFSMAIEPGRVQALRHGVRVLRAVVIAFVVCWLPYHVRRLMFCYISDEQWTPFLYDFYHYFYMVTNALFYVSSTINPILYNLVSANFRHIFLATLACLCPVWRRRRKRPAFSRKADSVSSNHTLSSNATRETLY
GPR55 activation: selective activators of receptor GPR55 – imaging, U2OS cells, beta-arrestin-GFP redistribution, primary screen (AID 1961). U2OS GPR55 beta-arrestin-GFP redistribution imaging; higher % means a stronger effect. activation, % at 10 µM; hits with a dose series show EC50 in µM. 290,000 tested, 0.048% active;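 active means activation above 40% with more than 50 cells counted in the well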;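 further: U2OS osteosarcoma cells stably expressing GPR55 and beta-arrestin-GFP; plate controls were DMSO negative control for no effect and LPI positive control for full effect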
GPR35 antagonists: inhibition of zaprinast-stimulated GPR35 beta-arrestin translocation – imaging, U2OS, beta-arrestin-GFP, zaprinast agonist, primary screen (AID 2058); U2OS GPR35 beta-arrestin-GFP translocation imaging, zaprinast antagonism; higher % means a stronger effect; one-dose inhibition, % at 10 µM; IC50 in µM for titrated hits; 290,000 tested, 0.052% active;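 active means inhibition of at least 50% with at least 30 cells and total cytoplasm GFP at most 10,000,000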
SV40 large T antigen: SV40 large T antigen inhibitors, biochemical (AID 1903); SV40 large T antigen ATPase/helicase inhibition assay; higher % means a stronger effect; one-dose inhibition, % at 20 µM; IC50 in µM for titrated hits; 310,000 tested, 0.39% active; in the data active means a potency from the dose series; further: strong numbers were not always called active
T cell HTS: T cell immune modulators affecting CD8 T cell-vesicle binding; AID 2052; 330,000 tested, 0.068% active; 2C CD8+ T cell-vesicle binding, flow cytometry; hits give low values; calls only at 7 µM;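 active means response, share of CD8 T cells binding vesicles, and their 90th percentile fluorescence all below set limits, cut at about 80% in these data, passing the limit was not always enough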
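Benchmarks: naked versus QL9-loaded vesicles / Assay system: purified 2C TCR transgenic mouse naive CD8+ T cells / Technique: high-throughput flow cytometry with anti-B7-1 and anti-CD8 staining / Timing: Cell–vesicle co-incubation 1.5 h at 37 °C, staining 20 min on ice / Read-out: percent CD8+ FL2 mean versus row control / Probe or stimulus: QL9-loaded Drosophila micro-vesicles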
LYP phosphatase: PTPN22 lymphoid phosphatase activity blockers – biochemical, fluorescence intensity, uHTS (AID 1779) | recombinant LYP phosphatase, fluorescence intensity; higher % means a stronger effect | one-dose inhibition, % at 11.5 µM; IC50 in µM for titrated hits | 290,000 tested, 0.054% active; in the data active means inhibition above about 50%;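 further: plate controls were vehicle with enzyme for no effect and no enzyme for full effect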
GPR55 antagonists: inhibition of LPI-stimulated GPR55 beta-arrestin translocation – imaging, U2OS, beta-arrestin-GFP, LPI agonist, primary screen (AID 2013); 290,000 tested, 0.13% active; U2OS GPR55 beta-arrestin-GFP translocation imaging, LPI antagonism; higher % means a stronger effect; inhibition, % at 10 µM, or IC50 in µM where a hit was titrated;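 active means spots per cell inhibited over 60%, with over 100 cells counted and total cytoplasm intensity under 500,000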;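 further: U2OS cells stably carrying GPR55 and arrestin-GFP stimulated by 5 µM LPI near EC80; imaged beta-arrestin-GFP aggregate spots per cell after agonist stimulation; plate controls were LPI-stimulated DMSO wells for no effect and DMSO wells without LPI for full effect; some results filed as inactive read as strong as hits; confirmed hits need IC50 under 10 µM and bright autofluorescent wells are also inconclusive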
Rac1 GTP hydrolysis: MgcRacGAP GTPase-activating activity inhibitors, confirmation, biochemical, ADP Hunter fluorescence | one-dose inhibition, % at 30 µM; IC50 in µM for titrated hits | 340,000 tested, 0.6% active | MgcRacGAP-stimulated Rac1 GTP hydrolysis, ADP Hunter fluorescence; higher % means a stronger effect; GST-tagged Rac1 F28L mutant substrate;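 active means first-screen hits whose inhibition reached a set limit at any dose in the follow-up dose series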;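 further: fluorescence reports GDP produced by GAP-driven GTP hydrolysis; strong numbers were not always called active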
Hep lipid drop: modulators of hepatic lipid droplet formation | inhibition, % at 6.5 µM | AML12 mouse hepatocytes, oleate lipid droplets, BODIPY imaging | 240,000 tested, 0.4% active | AID 1656;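 active means lipid droplet intensity inhibited by at least 50%, with more than 500 cells counted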
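Material: mouse AML12 hepatocyte cell line, fixed after treatment; Timing: compound with oleate, overnight; Technique: high-content imaging of BODIPY-stained droplets and DAPI nuclei; Probe or stimulus: oleate, 100 µM final; Dosing: compound at 6.5 µM only.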
Hep lipid drop cells 6.5 µM: recorded beside Hep lipid drop, whose call it bears; cell count; measured here: cell count, cytotoxicity flag;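 cells counted across two imaged fields per well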
T cell HTS vesicle-bound %: recorded beside T cell HTS, whose call it bears; double positive events, %; measured here: CD8+ vesicle-bound cell fraction;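 binding gate set so that unloaded-vesicle control wells show 10% double positive cells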
NTR1 ag cell count 20 µM: also measured in NTR1 ag; calls as there; cell count; measured here: cell count, cytotoxicity flag
Active calls of the source: *; i = inactive; x = not tested or not shown.

SMILES	NTR1 ag	NTR1 ag cell count 20 µM	GPR55 activation	GPR35 antagonists	SV40 large T antigen	T cell HTS	T cell HTS vesicle-bound %	LYP phosphatase	GPR55 antagonists	Rac1 GTP hydrolysis	Hep lipid drop	Hep lipid drop cells 6.5 µM
COc1ccc(CC(=O)OCC(=O)Nc2ncc(Cl)cc2Cl)cc1	-0.2	67	-0.1%	-6%	-1%	i	53	-1%	1%	12%	x	x
Cn1cc(S(=O)(=O)c2ccccc2)c(=O)c2cc(F)c(N3CCOCC3)cc21	0.5	56	-0.3%	-26%	1%	i	10	-16%	-2%	0%	22	683
Cc1cc(C)n2nc(C(=O)N/N=C/c3c4ccccc4cc4ccccc34)nc2n1	3.3	66	-0.1%	-6%	19%	i	34	-2%	-6%	8%	66*	581*
COc1ccc(O)c(C(=O)c2cc(C(=O)NCCc3ccccc3)c(=O)n(CCc3ccccc3)c2)c1	2.2	52	-0.3%	-2%	2%	i	11	1%	25%	9%	-4	637
O=C(CN1C(=O)S/C(=C/c2ccncc2)C1=O)N1CCOCC1	-0.2	39	-0.1%	6%	10%	i	5	2%	8%	11%	x	x
CC(=O)[C@H]1CC[C@H]2[C@@H]3CCC4=CC(=O)CC[C@]4(C)[C@H]3[C@H](O)C[C@]12C	0.1	31	-0.1%	-5%	-2%	i	37	-1%	1%	-1%	3	687
Cc1ccc(NC(=O)CN(C)C(=O)Cn2ncc(Cl)c(Cl)c2=O)cc1	x	x	0.6%	-4%	17%	i	54	4%	15%	8%	-26	472
COc1ccc(OC)c(NC(=O)c2cc(-c3cc(Cl)ccc3O)n[nH]2)c1	6.1	84	0.1%	-8%	0%	i	12	-10%	-10%	-9%	x	x
COc1cc(OC)cc(C(=O)N2CCN(C(=O)Cc3ccccc3)CC2)c1	-1.5	64	0.5%	-7%	21%	i	19	-4%	12%	11%	18	691
O=c1[nH][nH]cc1C=Nc1ccc(Oc2ccccc2)cc1	1.6	22	0.3%	3%	18%	i	63	0%	0%	-10%	-6	701
Cc1ccc(C2Nc3cccc4cccc(c34)N2)s1	0.7	37	-0.2%	0%	8%	i	49	10%	-2%	29%	-7	652
COc1cc(NC(=O)C2CC(c3c(F)cccc3Cl)=NO2)cc(OC)c1OC (stereo not given)	-0.2	56	-0.1%	-15%	6%	i	27	-4%	6%	10%	-2	813
COc1ccc(S(=O)(=O)NCC(c2cccnc2)N2CCN(Cc3ccccc3)CC2)cc1 (stereo not given)	-0.4	65	-0.1%	-14%	10%	i	13	-9%	13%	6%	-2	681
Cc1ccc(Cc2cncc(O)c2)cc1S(=O)(=O)O	1.0	49	-0.1%	14%	0%	i	45	4%	10%	10%	23	732
CCOc1ccc(N2CC(C(=O)NCCc3ccc(S(N)(=O)=O)cc3)CC2=O)cc1 (stereo not given)	0.1	45	0.1%	4%	7%	i	27	-5%	-6%	6%	-2	794

Ordered by molecular weight (lowest first): part of the list above
SMILES	NTR1 ag	NTR1 ag cell count 20 µM	GPR55 activation	GPR35 antagonists	SV40 large T antigen	T cell HTS	T cell HTS vesicle-bound %	LYP phosphatase	GPR55 antagonists	Rac1 GTP hydrolysis	Hep lipid drop	Hep lipid drop cells 6.5 µM
O=c1[nH][nH]cc1C=Nc1ccc(Oc2ccccc2)cc1	1.6	22	0.3%	3%	18%	i	63	0%	0%	-10%	-6	701
COc1cc(OC)cc(C(=O)N2CCN(C(=O)Cc3ccccc3)CC2)c1	-1.5	64	0.5%	-7%	21%	i	19	-4%	12%	11%	18	691
CCOc1ccc(N2CC(C(=O)NCCc3ccc(S(N)(=O)=O)cc3)CC2=O)cc1 (stereo not given)	0.1	45	0.1%	4%	7%	i	27	-5%	-6%	6%	-2	794

Returning to the listing; the 2 compounds before the break are reprinted first.
SMILES	NTR1 ag	NTR1 ag cell count 20 µM	GPR55 activation	GPR35 antagonists	SV40 large T antigen	T cell HTS	T cell HTS vesicle-bound %	LYP phosphatase	GPR55 antagonists	Rac1 GTP hydrolysis	Hep lipid drop	Hep lipid drop cells 6.5 µM
Cc1ccc(Cc2cncc(O)c2)cc1S(=O)(=O)O	1.0	49	-0.1%	14%	0%	i	45	4%	10%	10%	23	732
CCOc1ccc(N2CC(C(=O)NCCc3ccc(S(N)(=O)=O)cc3)CC2=O)cc1 (stereo not given)	0.1	45	0.1%	4%	7%	i	27	-5%	-6%	6%	-2	794
O=C1c2ccccc2C(=O)N1Cc1ccccn1	1.0	91	-0.2%	8%	7%	i	23	-10%	-4%	0%	-21	561
COc1ccc(C(=O)N2CC(=O)N(CCc3ccccc3)C(=O)C2)cc1OC	0.6	71	0.0%	-7%	-9%	i	28	6%	11%	7%	x	x
CC(=O)c1ccccc1C(=O)N1CCCC(CNC(=O)c2ccccc2Cl)C1 (stereo not given)	1.3	61	-0.2%	-13%	10%	i	26	-9%	3%	8%	-10	724
O=c1[nH]ccc2c(O)cccc12	1.4	63	x	x	32%	i	22	x	x	27%	x	x
Cc1nc2ccc(NC(=O)Cc3ccc4c(c3)OCCO4)cc2s1	-0.8	47	-0.1%	-1%	12%	i	41	-6%	8%	1%	-2	615
CCCNc1nc(-c2cc(-c3ccc(Cl)cc3)on2)cc(C(C)C)n1	4.9	76	-0.2%	-7%	13%	i	29	-6%	10%	7%	x	x
CCN1CCN(c2ccc(NC(=O)c3ccccc3F)cc2Cl)CC1	-0.6	49	0.1%	-6%	-6%	i	20	0%	11%	10%	24	750
COc1ccc(CCNC(=O)C2CCCN(c3nn4c(=O)cc(C)nc4s3)C2)cc1OC (stereo not given)	x	x	-0.5%	6%	2%	x	x	-8%	-8%	9%	7	783
CCN(CC(=O)NCCc1ccc(Cl)cc1)Cc1nc2ccccc2c(=O)[nH]1	1.2	54	-0.1%	-1%	x	i	44	-3%	-4%	4%	35	666
C=CCn1c(SCC#N)nnc1-c1ccc2ncccc2c1	0.3	51	0.1%	-9%	18%	i	28	-4%	11%	12%	-7	686
COc1ccc(-c2nc(C#N)c(N3CCc4ccccc4C3)o2)cc1OC	4.4	72	-0.1%	-3%	-2%	i	14	-6%	2%	2%	x	x
CCC(=O)NCC(=O)OCC(=O)c1ccccc1	-1.3	61	-0.1%	-15%	-1%	i	56	-4%	-8%	2%	12	755
CN(C)S(=O)(=O)c1ccc(NC(=O)CN2CCN(C(c3ccccc3)c3ccccc3)CC2)cc1	2.4	80	-0.3%	1%	2%	i	41	-5%	20%	5%	x	x
CCc1c(O)nc(SCC(=O)NCc2ccco2)[nH]c1=O	-0.6	82	-0.1%	-1%	9%	i	48	-6%	15%	8%	x	x
Cc1nnc(N/N=C/c2cccc(OCc3ccc(Cl)c(Cl)c3)c2)n1N	3.0	59	0.3%	-6%	19%	i	44	-4%	22%	2%	2	617

Copied from the list.
COc1ccc(-c2nc(C#N)c(N3CCc4ccccc4C3)o2)cc1OC | NTR1 ag cell count 20 µM = 72
COc1ccc(CCNC(=O)C2CCCN(c3nn4c(=O)cc(C)nc4s3)C2)cc1OC (stereo not given) | GPR55 activation = -0.5%

(next part)
SMILES	NTR1 ag	NTR1 ag cell count 20 µM	GPR55 activation	GPR35 antagonists	SV40 large T antigen	T cell HTS	T cell HTS vesicle-bound %	LYP phosphatase	GPR55 antagonists	Rac1 GTP hydrolysis	Hep lipid drop	Hep lipid drop cells 6.5 µM
CCOC(=O)c1c(N)sc2c(OCC)c(Br)ccc12	17	57	0.3%	-10%	1%	i	20	-3%	-1%	6%	0	699
COCCNc1nc2c(c(=O)[nH]c(=O)n2C)n1CCCc1ccccc1	0.9	58	-0.1%	-1%	6%	i	7	-7%	-10%	1%	-3	760
Cc1cc(O)c(C(C)C)cc1C1(c2cc(C(C)C)c(O)cc2C)OC(=O)c2ccccc21	22	52	0.0%	-10%	-6%	i	20	8%	6%	5%	11	869
O=C(/C=C/c1c(Cl)cccc1Cl)NCCc1ccccc1	5.6	75	0.6%	7%	-1%	i	42	-5%	19%	3%	x	x
CCN(CC)CCNC(=O)c1cc2ccccc2nc1Cl	0.3	40	0.1%	8%	11%	i	27	-9%	7%	29%	-1	681
COc1c(Cl)cc(C(=O)NCc2ccco2)cc1Cl	1.8	47	0.3%	15%	6%	i	36	4%	7%	8%	-14	799
CCOC(=O)c1cccc(NC(=O)c2ccccc2C)c1	1.1	41	-0.6%	-11%	11%	i	48	-7%	-4%	2%	0	696
Cc1nc(SCC(=O)Nc2ccc3c(c2)OCCO3)nc(C)c1C	0.3	81	-0.4%	-5%	27%	i	10	-6%	8%	4%	-5	643
CCCCN1C[C@H](O)[C@@H](O)[C@H](O)[C@H]1CO	-0.3	45	0.2%	2%	9%	i	25	-5%	9%	1%	-2	753
CC(OC(=O)CNC(=O)C12CC3CC(CC(C3)C1)C2)C(=O)Nc1ncc(Cl)cc1Cl (stereo not given)	4.1	53	0.3%	6%	13%	i	39	-10%	2%	6%	10	777
Cc1ccc(-n2c(O)c(C=NC3CCS(=O)(=O)C3)c3ccccc3c2=O)c(C)c1 (stereo not given)	1.0	47	-0.1%	-3%	8%	i	25	-6%	9%	-3%	-3	724
COc1ccc(C(=O)OCC(=O)Nc2cccc(C(C)=O)c2)cc1OC	1.0	49	0.0%	-1%	5%	i	22	-8%	-5%	8%	-3	855
CCN(c1cccc(C)c1)c1nc2ccsc2c(=O)s1	1.3	88	0.2%	-2%	2%	i	38	-4%	8%	4%	-4	805
CC(C)CCNC(=O)c1ccc(Cl)c(NC(=O)Cc2ccccc2)c1	-0.5	47	-0.1%	-5%	19%	i	27	1%	6%	x	-2	745
O=C(Nc1cc([N+](=O)[O-])ccc1C(=O)NCCN1CCOCC1)c1ccccc1	0.7	45	-0.2%	-9%	11%	i	31	-9%	-9%	0%	2	645
CCc1ccc(NC(=O)Nc2cc(C(=O)NCC3CCCO3)ccc2N2CC3CC(C2)c2cccc(=O)n2C3)cc1 (stereo not given)	1.2	59	-0.1%	-3%	8%	i	15	-6%	20%	11%	6	656
